Compound activity from PubChem.
DAT uptake mod: changed human dopamine transporter uptake under cocaine IC80; Q01959; LLC-PK1 hDAT cells, [14C]-dopamine uptake with cocaine IC80; actives deviate in either direction; B-score at 10 µM; 110,000 tested, 1.3% active;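 active means Z score or B-score, a plate-position-corrected score, falls beyond the plate's 99.7% confidence bounds, in either direction; inactive means both scores lie inside the 99.7% bounds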;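 further: scored against the spread of the other compound wells on the same plate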
Target sequence (Q01959 whole entry, looked up): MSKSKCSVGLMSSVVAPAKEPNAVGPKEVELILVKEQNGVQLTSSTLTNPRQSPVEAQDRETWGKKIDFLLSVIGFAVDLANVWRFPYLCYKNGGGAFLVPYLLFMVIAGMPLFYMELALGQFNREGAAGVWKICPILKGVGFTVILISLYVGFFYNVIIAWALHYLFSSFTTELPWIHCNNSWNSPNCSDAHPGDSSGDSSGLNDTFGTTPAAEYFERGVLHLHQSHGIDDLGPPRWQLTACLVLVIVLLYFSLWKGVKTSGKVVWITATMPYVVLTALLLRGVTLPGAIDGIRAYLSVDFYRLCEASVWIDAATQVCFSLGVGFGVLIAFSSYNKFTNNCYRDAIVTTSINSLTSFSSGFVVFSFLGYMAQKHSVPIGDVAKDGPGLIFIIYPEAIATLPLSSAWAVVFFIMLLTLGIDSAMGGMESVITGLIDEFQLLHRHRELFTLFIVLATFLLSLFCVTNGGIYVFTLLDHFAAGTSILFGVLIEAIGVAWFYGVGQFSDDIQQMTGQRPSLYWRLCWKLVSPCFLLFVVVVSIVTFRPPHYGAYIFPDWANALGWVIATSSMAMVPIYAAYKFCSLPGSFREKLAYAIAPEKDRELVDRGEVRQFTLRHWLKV
An asterisk follows results filed as active.

SMILES | DAT uptake mod
CC1(c2nnc(-c3ccccc3)o2)CC(c2cccc(Cl)c2)=NO1 (configuration not stated) | -1.08
Cc1ccccc1COC[C@H](CC(C)C)N1CCN(C(=O)c2cccc(C(F)(F)F)c2)CCC1=O | 0.746
COc1cc2c(ccc3cc(OC)c(OC)c(O)c32)cc1O | 1.4
C#CCOCCOCCOCCNc1nc(N2CCN(C(=O)[C@H](CCC(=O)O)n3cc(C(N)CC(C)C)nn3)CC2)nc(N2CCN(C(=O)[C@H](Cc3ccc(O)cc3)n3cc(C(N)CC(C)C)nn3)CC2)n1 (some centres not stated) | 0.0253
CC(C)CCNC(=O)C1CC(c2cccc(F)c2)=NO1 (configuration not stated) | 2.41
O=c1cc(C(F)(F)F)[nH]c2c(C(F)(F)F)cccc12 | -1.21
O=C(Nc1cccc(C(F)(F)F)c1)OCCN1CCN(Cc2ccccc2)CCC1=O | -0.454
Cc1cc2nc3n(c2cc1C)CC1CC(C(=O)NCc2ccco2)N(C)C31 (configuration not stated) | -0.432
O=CN/C=C/c1cc(O)ccc1O | -0.558
CCOCCn1c(SCC(=O)OCc2ccccc2)nc2c1c(=O)[nH]c(=O)n2C | -0.148
CN(C)CCNC(=O)c1onc(CSc2ccncc2)c1C(=O)NCCN(C)C | -1.52
COc1ccc(COC[C@H](C)[C@H](O)[C@@H](C)[C@H]2OC(=O)[C@@H]2C)cc1 | 0.135
COc1cc(/C=C/C(=O)c2ccccc2O)cc(OC)c1OC | 0.686
O=C(Nc1cccc(-c2csc(Nc3cccc(C(F)(F)F)c3)n2)c1)c1ccccc1 | 0.239
Cn1ccnc1-c1nnn(-c2ccc(Cl)c(Cl)c2)n1 | -0.597
COC(=O)CSC1=C(C#N)C(c2ccccc2F)CC(=O)N1 (configuration not stated) | -0.0805
CC(C)C[C@@H](CSc1ccc(Br)cc1)N1CCN(C)CCC1=O | 0.642
OCCNc1nc(Nc2ccccc2OC(F)(F)F)nc(N2CCCC2)n1 | 0.133
C=C(C)C(=O)O[C@H]1C/C(C)=C\C(=O)/C=C(\C)[C@H](O)[C@@H]2OC(=O)C(=C)[C@@H]21 | -1.2
COc1cccc(-c2cc(=O)c3cc(NC(=O)c4ccc(N(C)C)cc4)ccc3[nH]2)c1 | -0.0836
NC1C=CC=C(C(=O)O)C1 (configuration not stated) | -0.108
O=C(NCc1cccs1)c1cc(-c2ccccc2)nn1CC1CC(c2cccnc2)=NO1 (configuration not stated) | 1.61
CN(C)c1ccc(C(=O)Nc2ccc(O)c3c(=O)cc(-c4ccccc4Cl)oc23)cc1 | -0.628
Oc1c(I)cc(I)c2cccnc12 | 0.173
O=C(O)CC(CCc1ccccc1)OC1OC(CO)C(O)C(O)C1O (configuration not stated) | -0.54

(next part)
SMILES | DAT uptake mod
COc1ccc(S(=O)(=O)n2nc(OC(=O)c3ccncc3)cc2N)cc1 | -1.85
O=C1NC[C@@H](Cc2cccc3ccccc23)N(CCc2cc(C(F)(F)F)cc(C(F)(F)F)c2)C1=O | 0.408
CCO[C@H]1OC(C(=O)NCc2nc3ccccc3[nH]2)=C[C@@H](c2ccc(Br)cc2)[C@@H]1CCCO | 0.184
Cc1ccc(C)c(CSc2nc3ccncc3n2CC(=O)Nc2ccc(C)c(C)c2)c1 | 0.227
O=C1NC[C@@H](Cc2ccc(O)cc2)N(CCc2cccc3ccccc23)C1=O | 0.00364
COc1ccc(C2/C=C\CN(C(=O)C3CC3)CC(=O)N2Cc2ccc(F)cc2)cc1 (configuration not stated) | -0.0775
CC(C)CCNC(=O)C1CC(c2ccccc2[N+](=O)[O-])=NO1 (configuration not stated) | -0.351
O=C(NC(CSSCC(NC(=O)c1ccccc1)C(=O)O)C(=O)O)c1ccccc1 (configuration not stated) | -1.73
COc1cc(O)c(C(CCN2CCOCC2)c2cc(OC)c(OC)c(OC)c2)c(OC)c1 (configuration not stated) | -0.0304
C[C@@H]1CC=C[C@H]2[C@H]1C(=O)N(Cc1ccccc1)[C@H]2c1ccc(F)c(/C=C/c2ccccc2)c1 | -0.161
COC(=O)[C@@H]1C[C@H]2CC[C@H](O)C[C@H]2N1Cc1ccc(-c2ccccc2)cc1 | 0.59
Nc1cnc(CNc2ccccc2Cl)cn1 | -0.00342
O=C(/C=C/c1ccccc1)NCCc1ccccc1 | -0.291
Cc1ccc(S(=O)(=O)N2CCC(=O)N(C(COCc3ccc(Cl)c(Cl)c3)Cc3ccccc3)CC2)cc1 (configuration not stated) | 1.23
CCC1=C(OC(=O)N(CC)CC)N2C(=O)OC(=NCc3ccccc3)[C@]2(C)[C@H]2C1=CC[C@H]1C(=O)N(CC)C(=O)[C@H]12 | -0.258
CC1=C(n2ccnc2)CCC1=O | 0.454
C#CCOCCOCCOCCNc1nc(N2CCN(C(=O)[C@H]([C@@H](C)CC)n3cc([C@@H](N)CC(C)C)nn3)CC2)nc(N2CCN(C(=O)[C@H](Cc3cc4ccccc4[nH]3)n3cc([C@@H](N)C(C)CC)nn3)CC2)n1 (some centres not stated) | -0.129
O=C(NCc1cc(C(F)(F)F)cc(C(F)(F)F)c1)C1CC(c2ccccc2F)=NO1 (configuration not stated) | -0.429
CC1(C)S[C@@H]2C(C(=O)OCc3ccccc3)NC(=O)N2C1C(=O)OCc1ccccc1 (some centres not stated) | -0.283
CC(C)C(=O)NC(=O)[C@@H]1CCCN1C(=O)/C=C/c1ccccc1 | 0.0348
O=C(C1=C[C@H](c2coc3ccccc3c2=O)C[C@H](OCc2ccc(CO)cc2)O1)N1CCN(Cc2ccccc2)CC1 | 1.91
Oc1cc(O)c2c(c1)O[C@H](c1ccc(O)c(O)c1)[C@@H](O)C2 | -0.749
CCCCN1C(N)=NC[C@@H]1Cc1ccc(O)cc1 | -0.512
C[C@]12CCC[C@H](O1)c1c(cc3c(c1O)C(=O)c1c(O)cc(O)cc1C3=O)O2 | -0.722
CCCCCC(=O)Nc1cccc(C2=NOC3(C2)C[C@@H](C(N)=O)N(C(=O)Cc2ccc([N+](=O)[O-])cc2)C3)c1 (some centres not stated) | -0.649

Later entries:
SMILES | DAT uptake mod
COc1ccc(NC(=O)c2ccc(Br)o2)cc1 | 1.07
Cc1ccc(C(=O)N[C@@H](C)CN2C3=NC[C@H](C)N3C[C@H]2Cc2ccc(O)cc2)cc1Br | -1.56
COc1ccc(CNC(=O)c2ccc(N3CCC4(CC3)CC(c3ccc(Cl)cc3)=NO4)c([N+](=O)[O-])c2)cc1 | -0.555
COc1cc2sc3ccc(-c4ccc5[nH]ccc5c4)cc3c(=O)c2cc1OC | 0.855
COc1cc(OC)cc(C(=O)NNc2nc3cc4c(cc3s2)OCO4)c1 | 0.0384
CC(C)=CCc1c(-c2ccc(O)cc2O)oc2cc3c(c(O)c2c1=O)C=CC(C)(C)O3 | 2.6
CNC(=O)c1ccsc1NC(=O)c1ccc(S(=O)(=O)N2CCc3ccccc32)cc1 | -0.0141
COc1cc(CCCN2C(N)=NC[C@@H]2Cc2ccc(O)cc2)cc(OC)c1OC | 0.349
CCCCC[C@H](O)/C=C/[C@@H]1[C@@H](C/C=C\CCCC(=O)O)[C@H]2CO[C@@H]1C2 | 0.001
CCO[C@@H]1OC(C(=O)NCc2nc3ccccc3[nH]2)=C[C@H](c2ccc(C(F)(F)F)cc2)[C@H]1CCCO | 1.3
C[C@H]1COc2c(C3(N)CC3)c(F)cc3c(=O)c(C(=O)O)cn1c23 | 0.00743
CN(C)c1ccc(N2[C@@H](CC(=O)O)c3cc(C(F)(F)F)ccc3S2(=O)=O)cc1 | -0.351
CN(C)CCOC(c1ccc(Cl)cc1)c1ccccn1 (configuration not stated) | -0.785
Cn1cccc1/C=C1/SC(=S)N(CC(=O)O)C1=O | -0.508
Cc1cc(C)cc(SCc2noc(C(=O)NCc3ccccc3)c2C(=O)NCc2ccccc2)c1 | 1.49
COc1ccc(C(CC(=O)N2CCCCC2)c2c(OC)cc(OC)c3ccc(=O)oc23)cc1 (configuration not stated) | 0.919
Cc1ccc(Cn2c(C3CCCN3c3nc(-c4ccc(F)cc4)cs3)nc3cc(Cl)c(Cl)cc32)cc1 (configuration not stated) | -0.253
COc1ccc(NC(=O)CC2C(=O)N(c3cccc(OC)c3)C(=O)N2Cc2ccco2)cc1 (configuration not stated) | 0.38
CC(C)C[C@@H]1NC(=O)[C@H](C(C)C)NC(=O)c2cc([N+](=O)[O-])cc(I)c2NCC[C@@H](C(N)=O)NC1=O | -0.176
O=C(NCc1ccc(Cl)cc1)C(=O)NCC1OCCN1S(=O)(=O)c1ccc2c(c1)OCCO2 (configuration not stated) | -0.0588
CN(C/C=C/C#CC(C)(C)C)Cc1cccc2ccccc12 | 0.0912
CC1(C)Oc2cc3oc(-c4cc(O)cc(O)c4)cc3cc2CC1O (configuration not stated) | -0.359
Cc1cc(CNC(=O)C2(C(F)(F)F)C/C(=C\CCO)CCCO2)nn1C (configuration not stated) | 0.214
CCOc1ccc(C2=CC(c3ccccc3)n3ncnc3N2)cc1 (configuration not stated) | 1.85
CCCC[C@@H]1CNC(=S)N1CCc1cccc2ccccc12 | -0.488

The list goes on; the last 6 above are carried over.
SMILES | DAT uptake mod
O=C(NCc1ccc(Cl)cc1)C(=O)NCC1OCCN1S(=O)(=O)c1ccc2c(c1)OCCO2 (configuration not stated) | -0.0588
CN(C/C=C/C#CC(C)(C)C)Cc1cccc2ccccc12 | 0.0912
CC1(C)Oc2cc3oc(-c4cc(O)cc(O)c4)cc3cc2CC1O (configuration not stated) | -0.359
Cc1cc(CNC(=O)C2(C(F)(F)F)C/C(=C\CCO)CCCO2)nn1C (configuration not stated) | 0.214
CCOc1ccc(C2=CC(c3ccccc3)n3ncnc3N2)cc1 (configuration not stated) | 1.85
CCCC[C@@H]1CNC(=S)N1CCc1cccc2ccccc12 | -0.488
Cc1cc(-c2cc(-c3ccccc3)on2)nc(NC2CCCC2)n1 | 0.772
COC(=O)[C@@](C)(O)C1(C(=O)SC(C)(C)C)CC1 | 0.161
CC1(C)O[C@@H]1COc1c2ccoc2cc2oc(=O)ccc12 | 0.453
COc1cc(OC)c2c(O)c3c(c(-c4c5c(c(O)c6c(OC)cc(OC)cc46)CO[C@@H](C)[C@H]5O)c2c1)[C@H](O)[C@H](C)OC3 | 1.62
COC(=O)C1=C(C(=O)OC)[N+]2=C3N(C(=O)NC2(C)C)[C@H](CO)C[C@@]32c3ccccc3N(Cc3ccccc3)[C@@H]12 | 1.03
C#CCOCCOCCOCCNc1nc(N2CCOCC2)nc(N2CCN(C(=O)[C@H]([C@@H](C)CC)n3cc([C@@H](N)CC(C)C)nn3)CC2)n1 | -0.222
CC(NC(=O)C1CCCCC1)C(c1cccs1)N1CCOCC1 (configuration not stated) | 0.946
C#CCNC(=O)C1=C[C@H](c2ccc(Br)cc2)[C@@H](CCCO)[C@H](OCC)O1 | 1.8
Cc1ccc(CCNC(=O)C2CCC(CNc3c(N4CCC(C)CC4)c(=O)c3=O)CC2)cc1 (configuration not stated) | 0.196
O=C(CSc1cn(Cc2cccc(F)c2)c2ccccc12)NCc1ccc(F)cc1 | -0.336
C#CCNC(=O)C1=C[C@H](c2ccc3c(c2)OCO3)[C@@H](CCCO)[C@H](OCC)O1 | -0.607
CN(C)CCC(c1ccccc1)c1ccccn1 (configuration not stated) | 0.583
COc1ccc(-c2oc3c(OC)c(OC)c(OC)c(O)c3c(=O)c2OC)cc1OC | -0.0173
CC1=C(C(=O)OCc2ccccc2)C(c2ccc(C#N)cc2)NC(=O)N1CCCC(=O)O (configuration not stated) | -0.726
CC1(C)S[C@@H]2[C@H](NC(=O)COc3ccccc3)C(=O)N2C1C(=O)OCc1ccccc1 (some centres not stated) | 0.123
COC(=O)[C@H]1C[C@@H]1[C@H](NC(=O)c1ccccc1)c1ccccc1 | -0.681
C=CCOC(=O)C1=C[C@@H](c2ccc3c(c2)OCO3)C[C@@H](OCc2ccc(CO)cc2)O1 | -0.514
CN(C[C@H](Cc1ccccc1)N(C[C@H](Cc1ccccc1)N(CCC(C)(C)C)N=O)N=O)N=O | -0.282
COC(=O)[C@H]1C[C@H]1[C@@H](NC(=O)c1ccc[nH]1)c1ccccc1 | 1.05
C=C1CCC2C(C)(C)[C@H](O)CC[C@@]2(C)[C@@H]1COc1cc(=O)oc2ccccc12 (some centres not stated) | -0.975
CCN(CC)CCC(c1ccc(N(C)C)cc1)c1c(OC)cc(OC)c2ccc(=O)oc12 (configuration not stated) | 0.175
CCCCCC/C=C/c1ccc(OC)c([C@H]2[C@H]3C=CC[C@@H](C)[C@@H]3C(=O)N2Cc2ccccc2)c1 | -0.213
CCOC(=O)C[C@H]1c2cc(F)ccc2S(=O)(=O)N1C1CCCC1 | -0.177
CCCCNC(=S)NCc1ccc2c(c1)cc(C)n2C | 0.458
CC(C)(C)OC(=O)N[C@@H](CCCCNC(=O)OCc1ccccc1)c1nnc([C@H](CCCCNC(=O)OCc2ccccc2)NC(=O)OC(C)(C)C)o1 | 0.767
COC(=O)CCCC1=CC2=C(c3ccccc3)C(=O)C(C)(OC(=O)C3CCCC3)C(=O)C2=CN1Cc1ccco1 (configuration not stated) | 0.263
CCCCCCCCCCCCN1[C@@H](CC(C)=O)c2cc(F)cc(F)c2S1(=O)=O | -0.039
NC(=O)CC(NC(=O)Cc1ccc(Cl)cc1)c1ccc(NCc2ccccc2)c([N+](=O)[O-])c1 (configuration not stated) | -0.62
Cc1cccc(COCC(Cc2ccccc2)N2CCN(C(=O)c3cccc(C)c3)CCC2=O)c1 (configuration not stated) | 0.538
NC1=NC[C@H](CC2CCCCC2)N1CCc1cc(C(F)(F)F)cc(C(F)(F)F)c1 | 0.245

3 entries drawn at random from the list so far:
SMILES | DAT uptake mod
C#CCOCCOCCOCCNc1nc(N2CCOCC2)nc(N2CCN(C(=O)[C@H]([C@@H](C)CC)n3cc([C@@H](N)CC(C)C)nn3)CC2)n1 | -0.222
Cc1ccc(CCNC(=O)C2CCC(CNc3c(N4CCC(C)CC4)c(=O)c3=O)CC2)cc1 (configuration not stated) | 0.196
Cc1cccc(COCC(Cc2ccccc2)N2CCN(C(=O)c3cccc(C)c3)CCC2=O)c1 (configuration not stated) | 0.538

Some of the compounds tested; count on the stated rates, not on these rows.
